# High-throughput results as filed in PubChem.
# NCI-60 one-dose screen, 48 h, at 10 µM unless noted. Numbers give growth in % (100 = growth as untreated, 0 = no growth, -100 = all killed).
# COLO 205 = COLO 205 colon cancer | 7.3% of 79,000 active
# KM12 = KM12 colon cancer cells. 5% of 82,000 active
# NCI-H322M = NCI-H322M lung cancer; 2.7% of 80,000 active; AID 1794733
# NCI-H23 = NCI-H23 lung cancer. 4% of 80,000 active
# NCI-H226 = NCI-H226 lung cancer; 3.5% of 79,000 active
# NCI/ADR-RES = NCI/ADR-RES ovarian cells; 4.4% of 81,000 active; AID 1794790
# NCI-H460 = NCI-H460 lung cancer. 6.8% of 82,000 active
# IGROV1 = IGROV1 ovarian cancer; 4.7% of 79,000 active
# NCI-H522 = NCI-H522 lung cancer; 8% of 78,000 active; AID 1794739
# An asterisk follows results filed as active; . = not tested or not shown; & = joins results of further samples. How the source made its calls: active means growth percent below 10; inactive means the rest.
canonical_smiles | COLO 205 | KM12 | NCI-H322M | NCI-H23 | NCI-H226 | NCI/ADR-RES | NCI-H460 | IGROV1 | NCI-H522
CCCCCCCCCCCCCCCCCCCC(=O)NCCc1c[nH]c2ccc(OC(=O)NOCCOCCOCCOCCOCCOCCOCCOCCOCCOCCOCCOCCOCCOCCOCCOCCOCCOCCOCCOCCOCCOCCOC)cc12 | -100* | 15 | -8.9* | 9.6* | -23* | 89 | 16 | 19 | -83*
O=C1CC2OC3c4ccccc4N4C(=O)COC24C3C1 (stereo not drawn) | 135 | 109 | 105 | 104 | 101 | 108 | 105 | 106 | 95
Clc1ccc(C2CCCCC2)cc1 | 108 | 105 | 102 | 99 | 96 | 100 | 101 | 121 | 96
COc1cc(/C=C2\S/C(=N/c3nnc(C)s3)NC2=O)ccc1O | 108 | 94 | 89 | 86 | 97 | 94 | 83 | 96 | 80
CCCCCCCc1c(C)[nH]c2cc(OC)ccc2c1=O | 110 | 98 | 92 | 102 | 91 | 106 | 106 | 101 | 82
C=C[C@@]1(C)C=C2CC[C@H]3[C@@](C)(CCC[C@]3(C)C=O)[C@@H]2CC1 | . | 102 | 100 | 95 | . | 100 | 103 | 104 | 93
O=C(CSc1nnc(-c2ccc3nc(-c4ccccc4)[nH]c3c2)o1)Nc1ccc(C(=O)/C=C/c2ccc(Cl)cc2)cc1 | 109 | 110 | 101 | 100 | 96 | 106 | 114 | 85 | 88
Cc1noc(NS(=O)(=O)c2ccc(NC(=S)/N=C/C(C(=O)c3ccccc3)=C(\O)c3ccccc3)cc2)c1C | 110 | 100 | 95 | 98 | 103 | 102 | 108 | 100 | 86
CCCCCCCCCCCCNC(=S)N/N=C/c1ccc(OC)c(OC)c1 | 112 | 97 | 103 | 99 | 92 | 101 | 103 | 110 | 93
CC(C)=CC/C=C(/C)[C@H]1CC[C@]2(C)[C@@H]1CC[C@@H]1[C@@]3(C)C/C(=C/c4ccccc4)C(=O)C(C)(C)[C@@H]3CC[C@]12C | 107 | 97 | 89 | 101 | 92 | 100 | 106 | 99 | 88
O=C1/C(=C\c2cccs2)SC(=S)N1CCc1ccc(O)cc1 | 117 | 102 | 93 | 103 | 101 | 106 | 106 | 95 | 72
CC(=O)OC[C@H]1O[C@@H](OC(C)=O)[C@H](N2C(C(C)=O)=NN(c3ccc(Br)cc3)C2c2ccc(C)cc2)[C@@H](OC(C)=O)[C@@H]1OC(C)=O (stereo partly drawn) | 56 | 53 | 66 | 66 | 57 | 50 | 51 | 62 | 41
Cc1cc(Cl)ccc1Nc1nc(C(F)(F)F)ccc1C(=O)N/N=C/c1ccc([N+](=O)[O-])cc1 | -66* | -21* | -19* | -1.7* | 6.1* | -33* | -34* | -35* | -13*
COc1ccc(/C(C)=N/Nc2ncc(-c3cc(O)c(C)c(C)c3O)s2)cc1 | 111 | 91 | 100 | 94 | 92 | 90 | 88 | 98 | 77
CC(=O)CCC1CC(=O)OC1(C)C (stereo not drawn) | 111&97 | 99&96 | 94&102 | 93&96 | 97&114 | 100&105 | 112 | 102&107 | 93&97
Nc1nc2c(s1)C(c1cccnc1)CC(=O)N2 (stereo not drawn) | 97 | 107 | . | 107 | 106 | 112 | 108 | 106 | 94
CN(C)CCOc1ccc(C(=O)C2[C@H](c3ccc(Cl)cc3)[C@@H](c3ccccc3)NC23C(=O)Nc2ccc(Cl)cc23)cc1 (stereo partly drawn) | -77* | -67* | -91* | -93* | -82* | -91* | -87* | -87* | -92*
Cc1ccc(NC2OC(=O)c3ccccc32)cc1 (stereo not drawn) | 99 | 102 | 100 | 101 | 94 | 101 | 104 | 92 | 86
CCC(C(=O)O)C(=O)O | 107 | 102 | 94 | 110 | 102 | 101 | 101 | 100 | 100
O=C(Nc1ccccc1)Oc1c(Cl)cc(Cl)c(Cl)c1Cl | 97 | 100 | 110 | 92 | 73 | 102 | 109 | 99 | 87
CC1(c2ccc(Cl)cc2)OC(=O)CC(=O)O1 | 109 | 110 | 109 | 96 | 104 | 106 | 110 | 108 | 90
COc1ccc(C(=O)/C=C/c2ccc(Cl)c(Cl)c2)cc1S(N)(=O)=O | -76* | -47* | 21 | -24* | 25 | 15 | 7.2* | 11 | -47*
CN(C)c1ccc(C(=C2C=CC(=[N+](C)C)C=C2)c2cc(S(=O)(=O)O)cc3cc(S(=O)(=O)O)ccc23)cc1 | 99&106 | 107&112 | 92&102 | 106&108 | 113&107 | 110&116 | 104&96 | 106&99 | 89&106
N#CCCOc1ccccc1 | 106 | 106 | . | . | 110 | 112 | 105 | 102 | 88
COc1ccc(Cn2nc(-c3ccccc3)c3c2CCc2cnoc2-3)cc1 | 89 | 57 | 101 | 60 | 105 | 67 | 81 | 86 | 70

# The list goes on:
canonical_smiles | COLO 205 | KM12 | NCI-H322M | NCI-H23 | NCI-H226 | NCI/ADR-RES | NCI-H460 | IGROV1 | NCI-H522
O=C(CCCC(=O)Nc1ccc(-n2nnc3cc(Cl)c(Cl)cc32)cc1)Nc1ccc(-n2nnc3cc(Cl)c(Cl)cc32)cc1 | 72 | 71 | 60 | 40 | 50 | 84 | 15 | 60 | 37
OC(COc1ccccc1Cl)CN1CCN(c2ccccc2)CC1 (stereo not drawn) | 102 | 107 | 114 | 101 | 104 | 106 | 111 | 110 | 99
C=C1C(=O)O[C@H]2[C@H]1CC/C(COC(=O)CCSSCCC(=O)OC/C1=C/CC[C@@]3(C)O[C@H]3[C@H]3OC(=O)C(=C)[C@@H]3CC1)=C\CC[C@@]1(C)O[C@@H]21 | -73* | 52 | 95 | 26 | 78 | 50 | 64 | -50* | -80*
OCCCCCc1ccccc1 | 139 | 99 | 88 | 105 | 87 | 105 | 111 | 112 | 102
O=C1C=C(Nc2cccc(Br)c2)c2ccccc2C1=O | 104 | 33 | . | 41 | 91 | 71 | 13 | . | 27
CC(=O)Oc1ccc(-c2ccccc2)cc1 | 99 | 93 | 98 | 109 | 119 | 105 | 101 | 104 | 87
C(=C(\C1=NCCN1)n1ccc2ccccc21)/c1cccc2ccccc12 | 88 | 98 | 86 | 88 | 82 | 81 | 85 | 62 | 84
COc1ccc(-c2c(C#N)cnc(N)c2-c2nc3cc(C)c(C)cc3[nH]2)cc1 | 69 | 17 | 38 | 45 | 99 | 50 | 36 | 36 | 46
CC(=O)N1CCCCC1 | 111 | 111 | 96 | 104 | 99 | 109 | 102 | 115 | 92
CC1CC(=O)Oc2cc(O)c(O)cc21 (stereo not drawn) | 129 | 95 | 95 | 99 | 99 | 87 | 89 | 87 | 67
Nc1ccc(N=Nc2ccc(N)cc2)cc1 | 107 | 75 | 89 | 97 | 73 | 83 | 99 | . | 84
O=C(OCC1OC(n2cnc3c(Cl)ncnc32)C(OC(=O)c2ccccc2)C1OC(=O)c1ccccc1)c1ccccc1 (stereo not drawn) | 115 | 95 | 105 | 79 | 95 | 90 | 101 | 78 | 53
COC(=O)/C=C1/SC(=Nc2cccc(OC)c2)N(CCc2c[nH]c3ccc(O)cc23)C1=O | 106 | 53 | 95 | 76 | 90 | 59 | 61 | 52 | 54
COc1ccc(/C=C/C(=O)c2ccc(NC(=O)CSc3nnc(-c4ccc(OC)c(OC)c4)o3)cc2)cc1 | 101 | 91 | 96 | 90 | 97 | 92 | 99 | 89 | 77
CCOC(=O)c1c2c(n(-c3ccc(OC)cc3)c1-c1ccccc1)C=CCC2 | 104 | 94 | 87 | 82 | 108 | 88 | 95 | 76 | 81
COc1cc(/C=C/C(=O)O)ccc1OCc1cn(-c2cccc([N+](=O)[O-])c2)nn1 | 97 | 109 | 111 | 103 | 104 | 106 | 106 | 110 | 90
Cc1ccc(NC(=O)/C=C/c2ccccc2)cc1 | 99 | 87 | 90 | 96 | 88 | 90 | 91 | 89 | 94
O=C1CCCCC1Nc1ccc(Cl)cc1 (stereo not drawn) | 108 | 88 | 104 | 106 | 108 | 103 | 111 | 112 | 108
CCOC(=O)c1sc2nc(-c3ccc(O)cc3)nc(N3CCOCC3)c2c1C | 83 | 52 | 74 | 91 | 88 | 72 | 49 | 51 | 50
O=C1c2cccc3c(-c4ccc5ncn(C6CCCCC6)c5c4)ccc(c23)C(=O)N1Cc1ccccc1 | 86 | 80 | 91 | 85 | 91 | 88 | 88 | 91 | 51
CN1[C@@H]2CC[C@H]1/C(=C\c1ccccc1)C1=C2[C@@H](c2ccccc2)C(C#N)=C(N)O1 | 80 | 85 | 95 | 79 | 67 | 90 | 93 | 94 | 74
CCOC(=O)c1c2c(n(-c3ccc(Br)cc3)c1-c1ccccc1)C=CCC2 | 98 | 89 | 90 | 92 | 108 | 94 | 101 | 86 | 74
O=C(O)c1ccc(Cl)cc1O | . | 111 | 92 | 95 | 82 | 93 | 103 | 104 | 95
CCOC(=O)c1sc(-c2ccc(OS(=O)(=O)c3ccccc3)c(C=O)c2)nc1C | 101 | 68 | 63 | 76 | 78 | 76 | 76 | 23 | 32
C[C@]12CC[C@@H]3c4ccc(OS(=O)(=O)O)cc4CC[C@H]3[C@@H]1CC[C@@H]2NS(=O)(=O)c1ccc(-c2ccccc2)cc1 | 47 | 60 | 87 | 61 | 68 | 59 | 43 | 70 | 44

# (cont.)
canonical_smiles | COLO 205 | KM12 | NCI-H322M | NCI-H23 | NCI-H226 | NCI/ADR-RES | NCI-H460 | IGROV1 | NCI-H522
CC(=O)Nc1ccc(C(F)(F)F)cc1 | 102 | 99 | 105 | 106 | 99 | 102 | 84 | 110 | 83
CCOc1ccc(-c2nonc2NC(=O)c2cccc(C)c2)cc1OCC | 37 | 63 | 93 | 79 | . | 68 | 56 | 68 | 84
COC(=O)C(CCc1ccccc1[N+](=O)[O-])C(=O)OC | 110 | 101 | 112 | 90 | 95 | 99 | 106 | 111 | 90
COC(C(=O)[C@@H](O)[C@@H](C)O)[C@@H]1Cc2cc3cc(O[C@H]4C[C@@H](O[C@H]5C[C@@H](O)[C@H](O)C(C)O5)[C@H](O)C(C)O4)c(C)c(O)c3c(O)c2C(=O)[C@H]1O[C@H]1C[C@@H](O[C@H]2C[C@@H](O[C@H]3C[C@@H](O)[C@H](OC)C(C)O3)[C@@H](O)C(C)O2)[C@H](O)C(C)O1 (stereo partly drawn) | -44* | 14 | 5.3* | -31* | 7.4* | 60 | 9.3* | 17 | -27*
C#C[C@]1(O)CC[C@H]2[C@@H]3CC=C4c5sc(C6CCOCC6)nc5CC[C@]4(C)[C@H]3CC[C@@]21C | 103 | 60 | 84 | 74 | 83 | 81 | 80 | 91 | 81
CSc1nc(Nc2cccc(NC(=O)/C(C#N)=C/c3ccc(Cl)cc3)c2)c(C#N)c(-c2cccc([N+](=O)[O-])c2)n1 | 118 | 100 | 102 | 86 | 88 | 95 | 98 | 80 | 86
C#CC[C@@H]1C[C@]2(C)[C@H]3CC=C4[C@H]5[C@@H](C)[C@H](C)CC[C@]5(C(=O)NCCCN5CCN(CCCN)CC5)CC[C@@]4(C)[C@]3(C)CC[C@H]2C(C)(C)[C@H]1OC(C)=O | -70* | 1.3* | -48* | 20 | 87 | 62 | -61* | -61* | -55*
Cn1cc(C2=C(c3cccc4ccccc34)C(=O)N(O)C2=O)c2cc(Br)ccc21 | 115 | 98 | 88 | 95 | 72 | 102 | 95 | 67 | 87
CCn1cc(C(=O)N/N=C/c2cccc(F)c2)c(=O)c2cc(F)c(N3CCNC(C)C3)c(F)c21 (stereo not drawn) | 18 | -27* | 83 | 76 | 97 | 78 | -79* | 69 | -30*
NCCc1ccn[nH]1 | 114 | 103 | . | 112 | 114 | 108 | 114 | 110 | .
O=C(CCn1cnc2c(cc(-c3ccccc3)n2-c2ccncc2)c1=O)Nc1ccc(Cl)cc1 | 108 | 96 | . | 98 | 99 | 101 | 105 | 116 | 96
O=[N+]([O-])c1ccc(-c2cc3c(Nc4ccc(Cl)c(C(F)(F)F)c4)ncnc3s2)cc1 | . | 11 | 21 | -7.0* | 20 | 2.9* | 4.1* | 38 | -1.2*
